Dengue-2 NS5 capping: Dengue-2 NS5 methyltransferase inhibitors, primary screen, biochemical, confirmation dose response (AID 588689); inhibition, % at 25 µM; hits with a dose series show IC50 in µM; Dengue-2 NS5 methyltransferase capping enzyme assay, biochemical; higher % means a stronger effect; 0.3% of 340,000 active; in the data active means a potency from the dose series; inconclusive means inhibition above about 29% without an active follow-up result
Rac1 GTP hydrolysis: MgcRacGAP GTPase-activating activity inhibitors, confirmation, biochemical, ADP Hunter fluorescence; MgcRacGAP-stimulated Rac1 GTP hydrolysis, ADP Hunter fluorescence; higher % means a stronger effect; GST-tagged Rac1 F28L mutant substrate; one-dose inhibition, % at 30 µM; IC50 in µM for titrated hits; 0.6% of 340,000 active;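 active means first-screen hits whose inhibition reached a set limit at any dose in the follow-up dose series; inconclusive means inhibition above the set first-screen limit but never retested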;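 further: fluorescence reports GDP produced by GAP-driven GTP hydrolysis; strong numbers were not always called active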
AID2073: inhibitors of Mint1-CaV2.2 protein interaction, biochemical, HTRF (AID 2073). HTRF protein-protein interaction, Mint1-CaV2.2; higher % means a stronger effect. 0.19% of 290,000 active. inhibition, % at 20 µM, or IC50 in µM where a hit was titrated; in the data active means inhibition mostly above about 51%, no sharp cut-off; inconclusive means no clear call, values can overlap the other calls; inactive means mostly below about 53%; further: some results filed as inactive read as strong as hits
West Nile virus CPE: inhibition of WNV-induced cytopathic effect – cell-based, CPE readout (AID 1621). West Nile virus-infected cells, CPE inhibition; higher % means a stronger effect. CPE inhibition, % at 10 µM; hits with a dose series show IC50 in µM. 0.02% of 290,000 active; in the data active means a potency from the dose series; inconclusive means CPE inhibition mostly from about 3.7% at the one dose, without a potency; inactive means the rest, 99 in 100 with CPE inhibition below about 2.2%; further: strong numbers were not always called active
SV40 large T antigen: TAg ATPase/helicase activity blockers – biochemical (AID 1903); SV40 large T antigen ATPase/helicase inhibition assay; higher % means a stronger effect; 0.39% of 310,000 active; one-dose inhibition, % at 20 µM; IC50 in µM for titrated hits; in the data active means a potency from the dose series; inconclusive means inhibition mostly from about 32% at the one dose, without a potency; inactive means the rest, 99 in 100 with inhibition below about 32%; further: strong numbers were not always called active
RSV CPE inhibition: inhibition of RSV-induced cytopathic effect – HEp-2 cells, primary 10 µM value included (AID 2391) | HEp-2 cells, RSV-induced CPE inhibition; higher % means a stronger effect | CPE inhibition, % at 10 µM; hits with a dose series show IC50 in µM | 0.13% of 310,000 active; in the data active means a potency from the dose series; inconclusive means CPE inhibition mostly from about 23% at the one dose, without a potency; inactive means the rest, 99 in 100 with CPE inhibition below about 21%; further: strong numbers were not always called active
K1F lysis inhibition: inhibition of K1F phage lysis, E. coli UTI89, bacterial capsule biogenesis inhibitors, alamar blue (AID 488966) | one-dose inhibition, % at 100 µM; IC50 in µM for titrated hits | E. coli UTI89 K1F phage lysis, alamar blue, 2 h; higher % means a stronger effect | 0.02% of 340,000 active;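 active means phage lysis inhibition, versus mean bacterial control, above a set limit; inconclusive means no clear call, values can overlap the other calls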;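 further: capsule biogenesis inhibitors block K1F phage lysis so surviving cells raise fluorescence; higher fluorescence means more inhibition of phage lysis; actives were called in the ten point dose series up to 300 µM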
SIAH1 antagonists: blockers of Siah-1 interaction with plectin peptide – biochemical, fluorescence polarization, rhodamine-plectin, uHTS, primary screen (AID 1817); Siah-1 / rhodamine-plectin peptide fluorescence polarization; higher % means a stronger effect; one-dose displacement, % at 20 µM; IC50 in µM for titrated hits; 0.02% of 290,000 active;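 active means displacement of at least 50% at 20 µM, with a fluorescence ratio check between 0.3 and a set limit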;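 further: plate controls were Siah plus tracer with DMSO for no effect and tracer alone without Siah for full effect; strong numbers were not always called active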
NTR1 ag: NTR1-driven beta-arrestin-GFP spot formation – imaging, U2OS cells, high content, primary screen (AID 493036); agonist mode; 0.17% of 330,000 active; activation, % at 20 µM; P30989;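 active means activation at or above 40% of the spot to cytoplasm intensity ratio, with at least 20 cells analyzed; inconclusive means wells under 20 cells, flagged as cytotoxic or low count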;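 further: 0% = DMSO without peptide and 100% = 100 nM NTR1 peptide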
Target sequence (P30989 whole entry, looked up): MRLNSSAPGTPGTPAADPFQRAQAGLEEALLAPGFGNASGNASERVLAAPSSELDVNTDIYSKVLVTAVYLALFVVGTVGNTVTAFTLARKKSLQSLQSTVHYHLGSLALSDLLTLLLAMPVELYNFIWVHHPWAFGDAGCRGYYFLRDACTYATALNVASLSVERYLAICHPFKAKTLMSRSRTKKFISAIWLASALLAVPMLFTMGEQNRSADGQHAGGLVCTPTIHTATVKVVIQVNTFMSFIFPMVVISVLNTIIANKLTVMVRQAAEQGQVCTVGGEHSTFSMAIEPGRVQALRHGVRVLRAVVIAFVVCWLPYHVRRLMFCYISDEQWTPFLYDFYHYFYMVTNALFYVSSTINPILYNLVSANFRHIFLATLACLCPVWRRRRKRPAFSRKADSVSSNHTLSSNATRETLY
NTR1 ag cell count 20 µM: recorded beside NTR1 ag, whose call it bears; cell count; measured here: cell count, cytotoxicity flag
* = called active by the depositor; ? = inconclusive; . = not tested or not shown; & = joins results of further samples; [ ] = remark or other dose.

SMILES | Dengue-2 NS5 capping | Rac1 GTP hydrolysis | AID2073 | West Nile virus CPE | SV40 large T antigen | RSV CPE inhibition | K1F lysis inhibition | SIAH1 antagonists | NTR1 ag | NTR1 ag cell count 20 µM
CCNS(=O)(=O)c1ccc(NC(=O)c2cc(C(F)(F)F)nn2C)cc1 | 1% | 8% | 11% | -0.6% | 2% | 0.3% | 1.5% | -7% | 1.8 | 42
CC1CC(C)CN(S(=O)(=O)c2ccc(NN)nc2)C1 (stereo unspecified) | -10% | 12% | -2% | -0.4% | 12% | -0.6% | 0.0% | 1% | 3.3 | 48
NC(=O)NCc1ccc(Cl)cc1 | 1% | -2% | -11% | -0.1% | 10% | 0.7% | 0.2% | 0% | 0.4 | 59
Cc1nc(NC(=O)CSc2nnc3ccccn23)c(Cl)cc1Cl | 0% | 9% | -8% | -0.3% | 1% | 0.1% | 0.0% | 1% | 1.4 | 45
O=C(C1CCN(S(=O)(=O)c2ccc(Br)s2)CC1)N1CCN(C2CCCCC2)CC1 | . | 3% | 48% | -0.6% | 1% | -1.7% | 0.1% | 1% | -0.8 | 80
Cc1cc(-n2cnc3c(=O)[nH]cnc32)ccc1N | -7% | 5% | 13% | -0.1% | 7% | 3.3% | 0.0% | -1% | -1.1 | 92
N#Cc1c(NC(=O)Cn2nc(C(F)(F)F)c3c2CCCC3)sc2c1CCC2 | -10% | 11% | -37% | -0.7% | 6% | 0.9% | -0.2% | -4% | -0.7 | 72
CN1C(=O)CC(c2ccccc2)CC1=O | 3% | 1% | . | . | 9% | 1.4% | -0.3% | . | 21 | 74
CC(=O)Nc1c(O)nc(SCC(=O)N2CCN(c3ccc(F)cc3)CC2)[nH]c1=O | -1% | 3% | -7% | -0.3% | 8% | -1.4% | -0.5% | -1% | -0.2 | 65
CCCCN1C=CC(=C2N=c3cccc([N+](=O)[O-])c3=N2)C=C1 | 3% | 6% | 7% | 0.4% | 3% | 0.5% | 1.4%[50 µM] | -4% | -1.1 | 67
CCOC(=O)c1sc(C)c2c1NC1(CCCCC1)NC2=O | 6% | 8% | 16% | 0.5% | 13% | . | 0.0% | -2% | 4.4 | 70
O=C(COC(=O)c1sc2ccccc2c1Cl)NCC1CCCCC1 | -1% | 8% | 7% | 0.0% | 20% | 0.5% | 8.5% | 1% | 0.2 | 55
O=C(CSc1ccc2c(c1)OCCO2)NC(=O)Cc1ccccc1 | -8% | -1% | -1% | 0.1% | 6% | 3.0% | -2.0% | 6% | 0.4 | 55
Cc1ccc(C(=O)NCCSC2CCCCC2)cc1S(=O)(=O)Nc1ccccc1 | -4% | 11% | 0% | -0.6% | -1% | ? | 0.2% | -1% | 1.3 | 64
COC(CN1C(=O)C(=O)/C(=C(/O)c2ccccc2)C1c1ccccn1)OC (stereo unspecified) | -6% | -4% | 15% | 1.0% | . | 0.1% | 0.1% | 6% | -1.1 | 73
COc1ccc(S(=O)(=O)N2CCC(C(=O)N3CCCC3)CC2)cc1 | -6% | 6% | 4% | -0.3% | -6% | 2.0% | 0.6% | 0% | 0.0 | 52
COc1ccc(/C=C2\C(=O)c3ccccc3OC2c2ccccc2)cc1 (stereo unspecified) | 13% | 7% | 7% | 0.2% | 7% | 0.3% | 0.4% | 1% | 3.9 | 49
O=C(CCNC(=O)c1ccc(Cl)cc1)Nc1ccc(S(=O)(=O)N2CCCCC2)cc1 | 0% | 1% | . | . | 10% | -2.5% | 1.2%[50 µM] | . | -1.0 | 44
COC(=O)C(=Cc1ccc(-c2ccsc2C(=O)OC)o1)C(=O)OC | -3% | 5% | 2% | -0.1% | 8% | . | -1.6% | 1% | 0.9 | 41
Cc1nn2c(NCc3cccnc3)c3c(nc2c1-c1ccccc1)CCC3 | 3% | 6% | 1% | -0.6% | 10% | . | -0.7% | -2% | 2.3 | 43
CCCCCCCC1CC(/C(C)=N/NC(N)=O)OC1=O (stereo unspecified) | -5% | 6% | 0% | -0.9% | 6% | 0.2% | 1.6%[50 µM] | 1% | 1.1 | 92
O=C(Nc1cccc(C(=O)N2CCN(Cc3ccccc3)CC2)c1)c1ccccc1 | -2% | 1% | 4% | 0.6% | 12% | 9.2% | 0.1% | -3% | -0.5 | 60
Cc1ccccc1OCCC(=O)OCC(=O)Nc1ccc(N2CCOCC2)cc1 | -2% | 5% | 11% | -0.3% | 27% | -0.3% | 0.0% | -2% | -0.1 | 83
COc1ccc(NCCC(O)c2ccc(Cl)cc2)cc1 (stereo unspecified) | 0% | 29µM* | -20% | -0.8% | 22% | -0.4% | -0.1% | 1% | -0.2 | 69
CCCCCOc1ccc(CN2CCOCC2)cc1Cl | -7% | -3% | -3% | 0.1% | 2% | 0.7% | 4.1% | 3% | 14 | 76
C[C@H]1O[C@H](O[C@H]2[C@H](O)[C@@H](O)[C@@H](O[C@H]3[C@H](O)[C@@H](O)C(O)O[C@@H]3CO)O[C@@H]2CO)[C@H](O)[C@@H](O)[C@@H]1N[C@H]1C=C(CO)[C@@H](O)[C@H](O)[C@H]1O (stereo partly specified) | . | . | -12% | 0.3% | 11%&1% | 1.8% | . | -3% | 0.9 | 59
O=C(CN(Cc1ccc2c(c1)OCO2)C(=O)CNS(=O)(=O)c1ccccc1)NCc1ccco1 | -4% | 12% | 0% | -0.1% | 0% | 1.4% | 0.0% | 2% | 1.1 | 42
CCOc1ccc(NC(=O)Cn2nnc(-c3ccc(C(N)=O)cc3)n2)cc1S(=O)(=O)N1CCCC1 | -1% | -3% | . | . | . | . | -0.4%[50 µM] | . | 1.0 | 57
CSc1ncccc1C(=O)N1CCCC(CCC(=O)NCc2ccccc2F)C1 (stereo unspecified) | 1% | 2% | -1% | -0.3% | 20% | 2.4% | -0.1% | -1% | 0.4 | 95
CCCOc1ccc(C(=O)NCCCn2ccnc2)cc1 | -7% | 5% | -7% | 0.1% | 5% | -0.2% | 0.2% | -2% | 0.0 | 45
CCOc1ccc(C(=O)N2CCN(S(=O)(=O)c3ccc4c(c3)OCCO4)CC2)cc1OCC | 0% | -6% | . | . | . | . | 0.0%[50 µM] | . | -0.2 | 53
COc1cccc(/C=N/NC(=O)CNC(=O)/C=C\c2ccccc2)c1O | -11% | -5% | 22% | -0.1% | 12% | -0.4% | 0.1% | 2% | 62* | 49*
CC(=O)Nc1ccc(N=Cc2ccc(OCc3ccccc3)cc2)cc1 | -7% | 21% | -3% | -0.1% | 8% | 0.0% | 3.2% | 5% | . | .
CC(c1ccco1)N(C(=O)c1ccc(Cl)c([N+](=O)[O-])c1)c1ccccn1 (stereo unspecified) | 4% | 2% | 6% | ? | -10% | 0.4% | -0.4% | -3% | 3.0 | 35
COC(=O)c1[nH]c2cccc(OC)c2c1NC(=O)CN1CCOCC1 | -1% | 4% | 12% | 0.8% | 7% | 0.9% | 4.5% | 1% | -1.0 | 41
C=C(C)C(COc1c2occc2cc2ccc(=O)oc12)OC(C)(C)C(O)COc1c2occc2cc2ccc(=O)oc12 (stereo unspecified) | -5% | 4% | . | . | . | . | 0.3% | . | 1.8 | 56
O=C(N/N=C/c1coc2ccc(Cl)cc2c1=O)c1ccncc1 | -4% | 7% | 1% | 0.0% | 21% | 15% | 0.8% | 12% | 0.2 | 72
CCOc1ccc(OCCN2C(=O)c3ccccc3C2=O)cc1 | -7% | 4% | 12% | 0.2% | 14% | 0.6% | -0.2% | 2% | 1.5 | 53
O=c1c(-c2ccc(O)cc2)coc2c([C@@H]3O[C@H](CO)[C@@H](O)[C@H](O)[C@H]3O)c(O)ccc12 | -3% | 27% | . | . | . | 2.1% | 1.3% | . | -0.1 | 47
CCCCCCSc1cc(-c2nc3ccc(C)cn3c2NCCCC)ccc1OC | -8% | 6% | . | . | . | . | 1.3% | . | 28 | 76
O=c1c2c([nH]n1-c1ccccc1)CCCC2 | 9% | 2% | 12% | -0.2% | 6% | -2.3% | -0.3% | 2% | -0.1 | 99
Cc1ccccc1-c1nc(C#N)c(N2CCC(C)CC2)o1 | 1% | 5% | 12% | -0.8% | -1% | ? | 0.1% | 5% | 5.5 | 93
c1csc(C2=NNC(=NC3CCCCC3)SC2)c1 | . | . | 4% | -1.1% | 7% | 2.9% | . | -4% | . | .
Cn1c(=O)c(C(=O)Nc2ccccn2)c(O)c2ccccc21 | 2% | 5% | -19% | 0.9% | 22% | 13% | -0.2% | 4% | 0.6 | 71
Cc1ccc(C)c(N=Cc2ccc(-c3ccc([N+](=O)[O-])cc3)o2)c1 | -2% | 5% | 25% | 0.9% | 5% | 14% | 2.9% | 3% | 2.1 | 52
Cc1ccc(CN(C(=O)c2ccccc2C)C2CCS(=O)(=O)C2)o1 (stereo unspecified) | -7% | 4% | 8% | -0.2% | 10% | 1.5% | -0.2%[50 µM] | 0% | -0.3 | 64
Cc1nc([N+](=O)[O-])c(Br)n1Cc1ccc(Cl)c(Cl)c1 | -26% | 9% | -7% | -2.1% | 16% | . | 0.1% | 4% | . | .
Cc1cccc(-n2ncc3c(NCCCN4CCCC4=O)ncnc32)c1 | -4% | 6% | 4% | -0.4% | 2% | 4.6% | -0.1% | 2% | 0.0 | 98

Record cards, from the list above. Values in the order: Dengue-2 NS5 capping	Rac1 GTP hydrolysis	AID2073	West Nile virus CPE	SV40 large T antigen	RSV CPE inhibition	K1F lysis inhibition	SIAH1 antagonists	NTR1 ag	NTR1 ag cell count 20 µM
Profile of `O=c1c(-c2ccc(O)cc2)coc2c([C@@H]3O[C@H](CO)[C@@H](O)[C@H](O)[C@H]3O)c(O)ccc12` : -3%	27%	.	.	.	2.1%	1.3%	.	-0.1	47
Profile of `Cn1c(=O)c(C(=O)Nc2ccccn2)c(O)c2ccccc21` : 2%	5%	-19%	0.9%	22%	13%	-0.2%	4%	0.6	71
Profile of `Cc1cccc(-n2ncc3c(NCCCN4CCCC4=O)ncnc32)c1` : -4%	6%	4%	-0.4%	2%	4.6%	-0.1%	2%	0.0	98

(continued)
SMILES | Dengue-2 NS5 capping | Rac1 GTP hydrolysis | AID2073 | West Nile virus CPE | SV40 large T antigen | RSV CPE inhibition | K1F lysis inhibition | SIAH1 antagonists | NTR1 ag | NTR1 ag cell count 20 µM
CC1CCCN(C(=O)CN2CCC(c3nc4ccc(Cl)cc4[nH]3)CC2)C1 (stereo unspecified) | -6% | 13% | -8% | -0.5% | 1% | -0.7% | 0.3% | -8% | 0.3 | 58
CCc1ccc2c(CN3CCC(C(=O)OC)CC3)cc(=O)oc2c1 | -2% | 9% | 11% | 0.2% | 3% | 3.5% | 0.0% | 0% | 1.7 | 78
CCN(CC)S(=O)(=O)c1ccc(C(=O)OCC(=O)NCc2ccco2)cc1 | -9% | 0% | 15% | 0.1% | 8% | -0.8% | 0.1% | 10% | -0.4 | 58
COc1cc(C(O)P(=O)(OC(C)C)c2ccc(N(C)C)cc2)cc(OC)c1OC (stereo unspecified) | 1% | 6% | 11% | -0.1% | 9% | 0.9% | 0.1% | 1% | -0.7 | 77

Screening data deposited in PubChem by several laboratories.
